# GSIS activator: primary screen for activators of insulin secretion dependent on glucose, INS-1E cells, GLuc reporter luminescence | 370,000 compounds, 0.61% hits | AID 743287 | INS-1E GLuc reporter insulin secretion, 2-3 h | activation, % at 16.6 µM;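 active = lowest replicate activation of at least 40%, so every replicate reaches that level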;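 note: 0% = median of neutral control wells and 100% = median of IBMX positive control wells; some compounds called inactive have numbers as strong as hits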
# F508del corr: correctors of CFTR F508del function in bronchial epithelial cells; CFBE cells, YFP halide quenching; stimulated with forskolin plus potentiator P3; % fluorescence drop versus neutral controls; activity (quench increase), % at 7.58 µM; 350,000 compounds, 0.36% hits; AID 720511;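 active = mean added fluorescence quench of at least 8% versus neutral control, with both replicates also reaching 8%; inconclusive = only one of the mean or replicate conditions met; inactive = mean below 8% and not both replicates reaching 8%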;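 note: cells transiently co-express mutant CFTR-F508del with the halide-sensitive YFP; corrector assay measuring rescue of mutant channel to the surface after 24 h compound exposure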
# DENV2 CPE: protects cells from dengue virus 2 cytopathic effect; DENV2-infected cells, cytopathic effect rescue, plate reader; CPE inhibition, % at 9.99 µM; 350,000 compounds, 1.7% hits; AID 651640; in the data active = CPE inhibition above about 20%, passing the limit was not always enough; inconclusive = no clear call, values can overlap the other calls; tested in BHK-21 cells;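 note: 0% = median of neutral control wells and 100% = median of positive control wells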
# ARNT TACC3 PPI: disruptors of human ARNT/TACC3 interaction | Q9Y6A5 | AlphaScreen His-ARNT PAS-B/GST-TACC3 binding, luminescence; TACC3 fragment carries E629A point mutation | inhibition, % at 9.99 µM | 390,000 compounds, 0.66% hits | AID 623870;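 active = mean inhibition of replicates at least 50% and at least half of replicates each reaching 50%; inconclusive = half or more replicates reach 50% but mean below 50%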;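 note: 0% = complete ARNT plus TACC3 wells and 100% = ARNT alone without TACC3; many hits fall short of the cut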
# ERp5 block: inhibitors of human ERp5; Q15084; ERp5 insulin aggregation, absorbance 650 nm, 90 min; inhibition, % at 9.99 µM; 350,000 compounds, 0.05% hits;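 active = mean replicate inhibition above about 25%, with every replicate also reaching it, limit read from the data, passing the limit was not always enough; inconclusive = only one of those two criteria met; inactive = neither criterion met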
# Target sequence (Q15084 whole entry, looked up): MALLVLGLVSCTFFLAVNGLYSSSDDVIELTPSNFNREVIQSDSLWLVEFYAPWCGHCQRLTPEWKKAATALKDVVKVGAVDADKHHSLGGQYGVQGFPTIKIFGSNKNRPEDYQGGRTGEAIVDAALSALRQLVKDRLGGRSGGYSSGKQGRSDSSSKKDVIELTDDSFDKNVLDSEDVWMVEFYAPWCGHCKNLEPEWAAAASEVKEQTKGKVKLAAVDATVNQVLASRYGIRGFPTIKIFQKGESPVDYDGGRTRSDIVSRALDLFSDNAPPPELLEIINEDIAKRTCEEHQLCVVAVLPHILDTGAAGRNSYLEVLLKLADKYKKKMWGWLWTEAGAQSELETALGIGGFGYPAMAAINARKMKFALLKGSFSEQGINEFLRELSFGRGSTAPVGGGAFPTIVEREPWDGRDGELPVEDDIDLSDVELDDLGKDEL
# EWS-Fli inh: EWS/Fli transcriptional activity inhibition; A673 NR0B1-luciferase reporter, viability-normalised; inhibition, % at 12.6 µM; 350,000 compounds, 0.67% hits;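 active = mean inhibition of at least 50% after viability correction, with every replicate also passing that limit; inconclusive = mean reaches 50% but only one of two replicates passes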;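 note: firefly luciferase signal divided by Alamar Blue viability fluorescence both relative to DMSO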
# Xi reactivation: X-chromosome reactivation activator. XiGFP mouse fibroblasts, % GFP-positive cells imaging, 3 d; cells co-treated with 5-aza-dC sensitizer; scaled so ellipticine positive control = 100%. activation, % at 7.58 µM. 360,000 compounds, 0.055% hits. AID 743238;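 active = mean normalized replicate activation at least 10% and every replicate at or above 10%; inconclusive = only one of the two criteria met; inactive = mean below 10% and not all replicates reach 10%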;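 note: 0% = median of on-plate neutral control wells and 100% = ellipticine 6 µM median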
#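 System: SV40-immortalized XiGFP fibroblast cells, line 68-5-11 / Incubation: 3-day compound exposure, then 15 min fixation at room temperature / Compound: single concentration per compound, delivered by pin transfer / Buffer or medium: DMEM plus 5-aza-dC sensitizer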
# PAX8 reporter: lowers PAX8-driven luciferase in RMG-I cells | RMG-I TPO-luciferase reporter, SteadyGlo, 24 h | inhibition, % at 12.6 µM | 360,000 compounds, 1.2% hits | AID 652154;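 active = mean replicate inhibition at least 60% with every replicate also reaching 60%; inconclusive = only one of the two criteria is met; inactive = mean below 60% and not all replicates reaching 60%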;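 note: luciferase light reporting Pax8 driven TPO promoter activity; plate controls were median of neutral control wells for no effect and mitoxantrone controls for full effect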
# * = called active by the depositor; ? = inconclusive; nt = no result given.
SMILES	ERp5 block	DENV2 CPE	F508del corr	EWS-Fli inh	PAX8 reporter	Xi reactivation	GSIS activator	ARNT TACC3 PPI
Cc1cccc(C)c1Nc1nnc(SCC(=O)c2ccc3c(c2)NC(=O)CO3)s1	nt	nt	nt	nt	-13	-0.1	7	7
Cc1ccc(S(=O)(=O)N(C)C[C@@H]2Oc3c(NC(=O)c4cc(C)nn4C)cccc3C(=O)N([C@@H](C)CO)C[C@@H]2C)cc1	10	-1	-2.0	-5	-5	-0.3	20	nt
C[C@@H]1CCCCO[C@H](CN(C)S(=O)(=O)c2ccc(Cl)cc2)[C@H](C)CN([C@H](C)CO)C(=O)c2cc(NC(=O)NC3CCCCC3)ccc2O1	-4	1	-5.8	-2	41	-0.3	-6	-6
Cc1cc(N/N=C/c2ccccc2)nc(N2CCOCC2)n1	8	-1	2.0	-17	-21	0.0	nt	nt
Cc1ccc(S(=O)(=O)Nc2ccc3c(c2)C(=O)N([C@@H](C)CO)C[C@H](C)[C@H](CN(C)C(=O)NC(C)C)O3)cc1	2	32*	2.6	-1	-1	-0.8	11	nt
COc1ccccc1N(C1=NCCCS1)S(=O)(=O)c1ccc(C(C)(C)C)cc1	-2	7	-5.8	10	26	0.5	-13	2
C[C@H]1CN([C@@H](C)CO)C(=O)c2cc(C#CC3CCCCC3)cnc2O[C@@H]1CN(C)C	nt	nt	-0.3	4	nt	0.0	6	nt
COc1cccc(CN2CCC(C(=O)N3CCN(Cc4ccc5c(c4)OCO5)CC3)CC2)c1	-14	5	1.7	nt	-1	0.1	16	-14
COc1ccc(S(=O)(=O)N(C)C[C@H]2OCCCC[C@@H](C)Oc3ccc(NS(=O)(=O)c4c(C)noc4C)cc3C(=O)N([C@H](C)CO)C[C@@H]2C)cc1	4	3	-0.5	10	-11	-0.1	1	-2
Cc1cc(Nc2ccccc2O)c2ccccc2n1	4	2	0.2	7	13	0.1	-5	nt
COCc1cc(N2CCOCC2)nc(-c2ccccc2)n1	-3	nt	0.6	6	-6	0.3	13	1
CCCCC(NC(=O)CCc1c(C)c2cc3c4c(oc3c(C)c2oc1=O)CCCC4)C(=O)O (stereo not drawn)	3	1	nt	25	1	-0.1	10	6
Cc1ccccc1CN1CCN(C(C)C(=O)NNC(=O)c2ccc(F)cc2)CC1 (stereo not drawn)	3	11	-3.7	-21	-11	-0.1	17	-8
CCCNC(=O)N1CC2(CCN(C(=O)COC)CC2)c2c(n(C)c3cc(OC)ccc23)[C@@H]1CO	nt	70*	-2.0	-13	nt	0.4	-7	nt
CC(C)(C)CC(=O)Nc1ccc(-c2nnc3n2CCCCC3)cc1	-2	4	-2.2	-6	8	0.0	-5	-2
Cc1ccc2[nH]c(O)c(N=NC(=O)C3CC3c3ccccc3)c2c1Br (stereo not drawn)	nt	nt	nt	nt	-15	1.9	22	-1
CCn1c(/C(C#N)=N/O)nc2ccccc21	nt	nt	nt	nt	-1	-0.1	-23	-3
COc1ccc(OC)c(NC(=O)COC(=O)CCS(=O)(=O)c2ccc(Cl)cc2)c1	-7	-5	-1.5	-3	7	0.1	10	3
O=C(Nc1ccccc1F)N1CC(=O)N2[C@H](CO)[C@H](c3ccc(-c4ccccc4)cc3)[C@@H]2C1	9	-1	2.0	-5	-16	0.1	-13	nt
Cc1csc(N2CCCC2=O)n1	-4	-1	-1.0	6	-1	0.0	12	-3
Cc1cc(C)c(C)c(S(=O)(=O)Nc2ccc3cn[nH]c3c2)c1C	-1	-7	-2.5	-30	49	0.0	-9	-15
O=C(C[C@H]1C=C[C@@H](NS(=O)(=O)c2ccccc2F)[C@@H](CO)O1)NCCCN1CCOCC1	5	1	0.0	nt	nt	-0.5	2	-5
Cc1c(C(=O)Nc2c(F)cc(F)cc2Br)sc2ncn(CC(=O)N3CCCC3)c(=O)c12	3	-3	-0.1	nt	2	0.3	5	2
CC(=O)Nc1ccc(NS(=O)(=O)c2ccc(C)cc2)cc1[N+](=O)[O-]	-2	-6	-1.1	-1	2	-0.1	-3	1
CC(SCC(=O)NC(C)C1CC2CCC1C2)C(=O)O (stereo not drawn)	nt	nt	nt	nt	1	0.0	2	-9
CC=Cc1ccc2n(c1=O)C[C@H]1[C@H](CO)[C@@H](C(=O)NCCC)N(C(=O)C3CCOCC3)[C@@H]21 (mixture of isomers)	?	nt	nt	-3	nt	0.4	19	nt
O=C(Nc1ccc(Cl)cc1F)c1cccc2ccccc12	3	4	-4.2	-73	-53	0.4	1	-7
O=C(CN(Cc1ccco1)C(=O)CNS(=O)(=O)c1ccc(F)cc1)NCc1ccco1	1	-1	1.5	5	2	-0.1	0	1
C/C(=N\N=C(/N)SC1CC(=O)N(c2cccc(Cl)c2)C1=O)c1cccs1 (stereo not drawn)	1	5	2.3	9	nt	nt	-10	7
CC1=C([N+](=O)[O-])C(c2ccc3c(c2)OCO3)N(C)C(=O)N1C (stereo not drawn)	0	-1	-1.5	3	13	0.0	7	2
O=C(CCNC(=O)c1ccc(Cl)cc1)Nc1cc(C(F)(F)F)ccc1N1CCOCC1	1	-5	1.0	5	12	0.4	-55	nt
COc1ccc(S(=O)(=O)N(C)C[C@@H]2Oc3ccc(NS(=O)(=O)c4cn(C)cn4)cc3C(=O)N([C@@H](C)CO)C[C@H]2C)cc1	nt	nt	0.9	1	nt	-1.0	4	nt
CO[C@@H]1CN(C)C(=O)c2cc(NC(=O)C3CC3)ccc2OC[C@@H](C)N(C(=O)C2CCCCC2)C[C@H]1C	-5	-4	3.0	2	nt	0.5	-2	-2
O=C(c1ccc2c(=O)n(Cc3ccc(Cl)cc3)c(=S)[nH]c2c1)N1CCCC1	0	2	-0.7	nt	-7	0.2	-18	-1
Cc1ccc(/C=N/NC(=O)c2ccncc2)o1	-4	18	-2.0	9	84*	0.2	7	2
CCCCN1C(=O)NC(c2ccc(OC)cc2)C(C(=O)OCc2ccccc2)=C1C (stereo not drawn)	-4	11	0.3	-12	5	-0.1	22	-3
Cc1nc(C(=O)N2CCC(C)(C(=O)NS(=O)(=O)C3CC3)C2)c(C)o1 (stereo not drawn)	-5	15	-7.4	-6	8	0.1	7	nt
CCNC(=O)[C@H]1[C@H](CO)[C@H]2Cn3c(ccc(-c4ccc(OC)cc4)c3=O)[C@@H]1N2CC1CC1	-14	-2	nt	-74	nt	0.2	8	-4
Cc1cc(=O)n(Cc2ccccc2)c2ccccc12	-3	-6	-1.8	12	21	0.2	22	-5
O=C(COc1ccc(F)cc1)Nc1cc(Cl)ccc1-n1cncn1	5	?	-5.1	0	10	-0.1	7	-4
CCC(C)CN1C(=O)CSCC1(C)C(=O)Nc1ccc2c(c1)OCCO2 (stereo not drawn)	-2	31*	1.7	-13	-10	0.1	-14	nt
FC(F)Oc1ccc(N=C2SCC3CCCCN23)cc1 (stereo not drawn)	-8	0	-0.1	-109	-185	nt	-4	1
COc1ccc(-c2nc3c(s2)CCc2onc(-c4ccc(OC)cc4)c2-3)cc1	2	0	1.8	66*	8	0.0	11	7
CCOc1ccc(NC(=O)CCSc2ccc(C)cc2)cc1	nt	nt	nt	nt	5	0.1	-22	-2
CCN1CCN(c2ccc(NC(=O)COc3ccc([N+](=O)[O-])cc3)cc2)CC1	-5	3	-1.7	8	-18	-0.1	18	4
CCC(=O)NC[C@H]1[C@@H](c2ccc(-c3ccccc3)cc2)[C@@H](CO)N1C(=O)C1CC1	-5	-5	1.3	-1	8	0.1	6	-10
O=S(=O)(c1cccc(Cl)c1)N1CCCC1	0	1	2.6	-1	nt	nt	10	27
C[C@@H]1CN([C@H](C)CO)C(=O)c2cc(NC(=O)c3ccncc3)ccc2O[C@@H](C)CCCCO[C@@H]1CN(C)CC1CCCCC1	-18	0	-0.5	nt	-1	0.0	0	1
CC(C)NC(=O)N(C)C[C@@H]1OCc2cn(nn2)CCCC(=O)N([C@H](C)CO)C[C@@H]1C	-1	0	-4.7	-3	nt	0.2	3	-9
CC(C)COc1ccc(S(=O)(=O)n2cc(F)c(=O)[nH]c2=O)cc1	3	14	-1.0	1	4	0.0	-9	-1
Cc1nn(CC(=O)O)c(C)c1NC(=O)c1cccs1	2	-1	-3.2	nt	-5	0.0	2	nt
Cc1noc(C(=O)NCc2cccnc2)c1Cl	-1	-2	5.0	-2	-6	0.0	nt	0
C[C@H]1CN([C@@H](C)CO)C(=O)c2cc(NS(=O)(=O)c3cn(C)cn3)ccc2O[C@H]1CN(C)Cc1ccc(C(F)(F)F)cc1	0	-4	1.0	-7	2	0.1	7	-1
COc1cccc(NC(=O)C(=O)NCC2CCCN2S(=O)(=O)c2cccs2)c1 (stereo not drawn)	-5	-4	5.1	-120	-142	0.3	41	nt
COC(=O)c1ccc(/C=N/NS(=O)(=O)c2cc(C)ccc2C)cc1	nt	nt	nt	nt	-17	0.0	-1	-10
CC(C)CC#Cc1cnc2c(c1)C(=O)N([C@H](C)CO)C[C@@H](C)[C@@H](CN(C)C(=O)Nc1cc(F)ccc1F)O2	-2	-5	2.0	9	-8	-0.2	-15	0
COCCCN1C(=O)C(CC(=O)NCCN2CCOCC2)CC(C(=O)N(C)C)=C1C (stereo not drawn)	5	10	-4.6	-4	-14	0.0	4	nt
CC(=O)Nc1ccc(NC(=O)C(C)OC(=O)c2ccc(N(C)C)cc2)cc1 (stereo not drawn)	2	-4	0.4	-11	-17	0.0	-2	-3
NC(=O)c1ccc(NC(=O)COC(=O)C23CC4CC(CC(C4)C2)C3)cc1	2	-3	-6.4	-3	-6	0.4	13	nt
CCOC(=O)N1CCC(N(CCN(C)C)C(=S)Nc2cc(Cl)ccc2C)CC1	9	-3	-1.5	3	10	0.0	-6	-6

# New compounds follow:
SMILES	ERp5 block	DENV2 CPE	F508del corr	EWS-Fli inh	PAX8 reporter	Xi reactivation	GSIS activator	ARNT TACC3 PPI
C[C@H](CO)N1C[C@H](C)[C@H](CN(C)S(=O)(=O)c2ccccc2)Oc2ccc(NC(=O)Nc3cccc4ccccc34)cc2C1=O	0	-5	1.9	1	-1	-0.2	-8	23
COC(CNC(=O)c1ccc2nc(-c3cccs3)c(-c3cccs3)nc2c1)OC	-2	nt	0.1	2	9	-0.1	29	-15
CC(C)CN(C(=O)c1ccc(C(F)(F)F)cc1)c1c(N)n(CC(C)C)c(=O)[nH]c1=O	2	-2	0.5	6	7	0.0	14	-6
O=C1c2ccccc2S(=O)(=O)c2cc(C(=O)N3CCC(O)CC3)ccc21	2	-23	-4.1	12	9	0.1	17	nt
O=c1[nH]c2ccccc2n1CCCN1CCCCC1	7	-1	1.3	2	-16	0.0	-2	15
COc1cccc(Nc2nc(Nc3ccc(Cl)c(C(=O)O)c3)nc(C)c2[N+](=O)[O-])c1	5	-1	-0.5	-2	-3	0.0	9	-1
C[C@H](CO)N1C[C@H](C)[C@@H](CN(C)C(=O)CCCN(C)C)OCCCC[C@H](C)Oc2ccc(NC(=O)CCC(F)(F)F)cc2C1=O	-13	0	1.0	-13	-14	-1.3	28	-2
COc1cccc(C2(c3cccc(OC)c3)CC2C(=O)Nc2ccc(F)cc2)c1 (stereo not drawn)	4	32*	-1.8	-45	-5	0.2	-3	-4

# Compound activity deposited in PubChem by Broad Institute.

# Not a hit list. Share with any hit: about 4.2%.
